NS5 inhibitors – Dengue-2 NS5 methyltransferase inhibitors, primary screen, biochemical, confirmation dose response (AID 588689). 340,000 compounds, 0.3% hits. Dengue-2 NS5 methyltransferase capping enzyme assay, biochemical; higher % means a stronger effect. inhibition, % at 25 µM, or IC50 in µM where a hit was titrated; in the data active = a potency from the dose series; inconclusive = inhibition above about 29% without an active follow-up result
RSV antiviral HEp-2 – RSV antiviral activity via CPE protection, HEp-2 cells, primary 10 µM value included (AID 2391). HEp-2 cells, RSV-induced CPE inhibition; higher % means a stronger effect. CPE inhibition, % at 10 µM, or IC50 in µM where a hit was titrated. 310,000 compounds, 0.13% hits; in the data active = a potency from the dose series; inconclusive = CPE inhibition mostly from about 23% at the one dose, without a potency; inactive = the rest, 99 in 100 with CPE inhibition below about 21%; note: strong numbers were not always called active
AID2073 – inhibitors of Mint1-CaV2.2 protein interaction, biochemical, HTRF (AID 2073); one-dose inhibition, % at 20 µM; IC50 in µM for titrated hits; 290,000 compounds, 0.19% hits; HTRF protein-protein interaction, Mint1-CaV2.2; higher % means a stronger effect; in the data active = inhibition mostly above about 51%, no sharp cut-off; inconclusive = no clear call, values can overlap the other calls; inactive = mostly below about 53%; note: some results filed as inactive read as strong as hits
Large T inhibition – SV40 large T antigen inhibitors, biochemical (AID 1903) | SV40 large T antigen ATPase/helicase inhibition assay; higher % means a stronger effect | inhibition, % at 20 µM, or IC50 in µM where a hit was titrated | 310,000 compounds, 0.39% hits; in the data active = a potency from the dose series; inconclusive = inhibition mostly from about 32% at the one dose, without a potency; inactive = the rest, 99 in 100 with inhibition below about 32%; note: strong numbers were not always called active
Rac1 GTP hydrolysis – MgcRacGAP GTPase-activating activity inhibitors, confirmation, biochemical, ADP Hunter fluorescence. AID 624330. MgcRacGAP-stimulated Rac1 GTP hydrolysis, ADP Hunter fluorescence; higher % means a stronger effect; GST-tagged Rac1 F28L mutant substrate. inhibition, % at 30 µM, or IC50 in µM where a hit was titrated. 340,000 compounds, 0.6% hits;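 active = first-screen hits whose inhibition reached a set limit at any dose in the follow-up dose series; inconclusive = inhibition above the set first-screen limit but never retested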;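 note: fluorescence reports GDP produced by GAP-driven GTP hydrolysis; strong numbers were not always called active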
HIV fusion peptide – inhibitors of HIV fusion peptide binding, primary screen, biochemical, uHTS, fluorescence dequenching (AID 1986); inhibition, % at 20 µM; hits with a dose series show IC50 in µM; cell-free peptide binding, fluorescence dequenching, 30 min; higher % means a stronger effect; 290,000 compounds, 0.3% hits; in the data active = inhibition mostly above about 52%, no sharp cut-off; inactive = mostly below about 76%; note: some results filed as inactive read as strong as hits
SIAH1 antagonists – Siah-1 peptide-binding antagonists, primary screen, biochemical, fluorescence polarization, rhodamine-plectin, uHTS (AID 1817); 290,000 compounds, 0.02% hits; Siah-1 / rhodamine-plectin peptide fluorescence polarization; higher % means a stronger effect; displacement, % at 20 µM; hits with a dose series show IC50 in µM;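 active = displacement of at least 50% at 20 µM, with a fluorescence ratio check between 0.3 and a set limit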;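 note: plate controls were Siah plus tracer with DMSO for no effect and tracer alone without Siah for full effect; strong numbers were not always called active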
LYP inhibition – inhibitors of LYP phosphatase, biochemical, fluorescence intensity, uHTS (AID 1779); inhibition, % at 11.5 µM, or IC50 in µM where a hit was titrated; 290,000 compounds, 0.054% hits; recombinant LYP phosphatase, fluorescence intensity; higher % means a stronger effect; in the data active = inhibition above about 50%;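 note: plate controls were vehicle with enzyme for no effect and no enzyme for full effect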
XIAP antagonists – XIAP antagonists, biochemical, IAP family, fluorescence polarization (AID 1018); XIAP BIR domain, fluorescence polarization peptide displacement; higher % means a stronger effect; displacement, % at 20 µM; hits with a dose series show IC50 in µM; 200,000 compounds, 0.007% hits; in the data active = displacement above about 50%; note: a part of the inactive calls stands beside numbers as strong as those of hits
NS5 inhibitors pilot replicate – also measured in NS5 inhibitors; calls as there; inhibition, %; measured here: pilot screen replicate inhibition
Numbers without * were called inactive; ? = inconclusive; / = no result given; & = joins results of further samples.

SMILES	NS5 inhibitors	RSV antiviral HEp-2	AID2073	Large T inhibition	Rac1 GTP hydrolysis	HIV fusion peptide	SIAH1 antagonists	LYP inhibition	XIAP antagonists	others
COc1ccccc1NC(=O)c1ccc(S(=O)(=O)N2CCCC(C)C2)cc1 (stereo not drawn)	-11%	21%	7%	3%	8%	-1.4%	-3%	-8%	/
CCC(=O)Nc1c(C)ccc2nsnc12	-4%	0.3%	15%	-1%	9%	-0.9%	-2%	-7%	1.4%
CCOC(=O)c1sc(N)nc1C(C)C	-6%	0.4%	-33%	23%	3%	-2.7%	0%	2%	-1.2%
CC(Oc1cc2oc(=O)c3c(c2cc1Cl)CCC3)C(=O)NCCN1CCOCC1 (stereo not drawn)	-5%	-1.1%	-5%	12%	-1%	1.5%	2%	-11%	/
C=C(C)Cn1c(SCC#N)nc2ccccc2c1=O	-7%	0.4%	1%	-6%	11%	0.0%	0%	1%	-5.5%
CCOc1cc(CNc2ccc3cn[nH]c3c2)ccc1OC	1%	3.0%	6%	7%	4%	-0.9%	6%	2%	-2.8%
Cc1ccccc1CN1CCN(Cc2ccc3cccc(F)c3n2)CC1CCO (stereo not drawn)	0%	-0.3%	-3%	26%	6%	1.7%	7%	-7%	/
CCOc1ccc(OCC(=O)OC(C)C(=O)Nc2ccc(Cl)cn2)cc1 (stereo not drawn)	-4%	-1.2%	/	8%	2%	/	/	/	/
CS(=O)(=O)NCCSCc1c(F)cccc1Cl	8%	0.7%	20%	4%	8%	-0.3%	-2%	-4%	-5.0%
O=C(Nc1ccc2nc3n(c(=O)c2c1)CCCCC3)c1ccccc1[N+](=O)[O-]	0%	2.5%	-1%	24%	5%	1.0%	-3%	-8%	/
O=C(CCCCC(=O)N1CCN(c2ccccc2)CC1)N1CCN(c2ccccc2)CC1	/	/	6%	/	/	-1.2%	-6%	-4%	-3.3%
CC1CCCCN1C(=O)CCS(=O)(=O)c1cc2c(cc1Cl)NC(=O)CO2 (stereo not drawn)	1%	4.3%	1%	3%	3%	0.3%	8%	-11%	/
O=C(NC1CCS(=O)(=O)C1)c1sc2ccccc2c1Cl (stereo not drawn)	1%	2.8%	38%	2%	1%	0.2%	3%	1%	-10%
COc1ccccc1P(=O)(Cc1ccccc1)c1ccccc1 (stereo not drawn)	-10%	1.5%	4%	4%	10%	-0.9%	3%	-8%	/
Cc1ccccc1-n1nc(CSc2nc3ccccc3[nH]2)c(-c2ccccc2)c1N	-8%	9.9%	9%	4%	11%	2.5%	-2%	0%	-5.9%
CC(C)(C)C(=O)Nc1nc(NC(=O)C(C)(C)C)nc(-c2ccccc2Cl)n1	/	2.4%	10%	6%	/	0.6%	8%	-5%	/
CCC1(c2ccccc2)NC(=O)N(Cc2cccc([N+](=O)[O-])c2)C1=O (stereo not drawn)	-7%	6.6%	-2%	6%	3%	-1.5%	6%	-1%	-6.8%
COc1cccc2c(Cl)c(CCCl)c(C)nc12	0%	?	0%	0%	6%	-0.8%	0%	3%	-18%
CC(NC(=O)COC(=O)CCNC(=O)c1ccco1)C12CC3CC(CC(C3)C1)C2 (stereo not drawn)	0%	0.8%	3%	11%	9%	-4.9%	6%	-5%	-2.4%
O=C(CN1C(=O)S/C(=C/c2cccn2-c2ccc(O)cc2)C1=O)N1CCCC1	-18%	0.1%	9%	7%	3%	0.5%	1%	-7%	/
Cn1nnnc1SCc1csc(Nc2ccccc2)n1	-12%	1.0%	-15%	3%	17%	1.1%	8%	-6%	-1.3%
O=C(OCc1ccccc1)N1CCOCCOCCN(C(=O)OCc2ccccc2)CCOCCOCC1	-3%	9.6%	-7%	3%	0%	-3.7%	-2%	1%	-0.8%
CN(c1ccccc1)S(=O)(=O)c1ccc(C(=O)NCc2cccs2)cc1	-5%	11%	-6%	14%	1%	0.4%	14%	-7%	/
Cc1ccc(NC(=O)COC(=O)CCc2c[nH]c3ccccc23)cc1[N+](=O)[O-]	-12%	1.1%	9%	-2%	0%	0.0%	-1%	-5%	-6.5%

Three compounds from above, arranged by molar mass, smallest number first:
SMILES	NS5 inhibitors	RSV antiviral HEp-2	AID2073	Large T inhibition	Rac1 GTP hydrolysis	HIV fusion peptide	SIAH1 antagonists	LYP inhibition	XIAP antagonists	others
CCC1(c2ccccc2)NC(=O)N(Cc2cccc([N+](=O)[O-])c2)C1=O (stereo not drawn)	-7%	6.6%	-2%	6%	3%	-1.5%	6%	-1%	-6.8%
Cc1ccc(NC(=O)COC(=O)CCc2c[nH]c3ccccc23)cc1[N+](=O)[O-]	-12%	1.1%	9%	-2%	0%	0.0%	-1%	-5%	-6.5%
CC(NC(=O)COC(=O)CCNC(=O)c1ccco1)C12CC3CC(CC(C3)C1)C2 (stereo not drawn)	0%	0.8%	3%	11%	9%	-4.9%	6%	-5%	-2.4%

Next part.
SMILES	NS5 inhibitors	RSV antiviral HEp-2	AID2073	Large T inhibition	Rac1 GTP hydrolysis	HIV fusion peptide	SIAH1 antagonists	LYP inhibition	XIAP antagonists	others
COC(=O)C1=CN(C2CC2)C=C(C(=O)OC)C1c1ccc(C(F)(F)F)cc1	-4%	1.1%	34%	1%	4%	0.2%	8%	-12%	-3.5%
CCS(=O)(=O)c1ccc2oc(SCC(=O)NCCc3ccc(OC)cc3)nc2c1	-3%	1.7%	24%	18%	12%	-1.1%	-4%	-5%	1.3%
COc1ccc(CSCC(=O)N/N=C/c2ccccc2O)cc1	8%	-4.3%	3%	-11%	5%	-3.1%	7%	-1%	-3.8%
CCOc1ccc2nc(SCC(=O)c3cccs3)sc2c1	-14%	20%	3%	10%	2%	2.0%	-3%	-13%	-5.4%
Cc1ccc2c(C)c(C(=O)Nc3c(C)n(C)n(-c4ccccc4)c3=O)oc2c1	2%	6.9%	-4%	14%	5%	1.3%	-1%	-8%	-4.9%
CSc1nn2cc(CCN3CCOCC3)c(-c3ccc(F)cc3)nc2c1C#N	-3%	2.5%	20%	-9%	10%	-0.8%	1%	-5%	-6.7%
CC(=O)OC[C@H]1O[C@@H](O/N=C(\C)CCN2CCCCc3nc(C)c(C)cc32)[C@H](OC(C)=O)[C@@H](OC(C)=O)[C@@H]1OC(C)=O	/	1.8%	10%	6%	/	5.8%	-4%	-9%	-7.6%
O=C(COc1c(Cl)cccc1Cl)NN1C(=O)CSC1=S	4%	2.6%	3%	15%	1%	10%	-10%	-2%	-7.6%
CCC(c1nnnn1Cc1ccc(OC)cc1)N1CCN(c2ccc(OC)cc2)CC1 (stereo not drawn)	-2%	2.5%	-1%	28%	24%	-2.0%	4%	-2%	-5.4%
C=CCC(CC=C)(C(N)=O)c1ccccc1	-9%	0.6%	2%	1%	7%	-0.6%	2%	-12%	-2.6%
CC(=O)c1ccc(S(=O)(=O)N2CCN(C(=O)/C=C/c3ccc4ccccc4n3)CC2)cc1	-5%	2.5%	37%	14%	13%	1.9%	30%	-4%	/
COC(=O)CSc1nc(C(C)C)nc2ccccc12	-4%	-0.2%	10%	-6%	-1%	0.3%	0%	-2%	-3.1%	NS5 inhibitors pilot replicate=4.9
COc1cc(OC)nc(Oc2ccccc2C(=O)Oc2ccc(C)cc2)n1	-6%	1.3%	-8%	7%	11%	-1.3%	7%	-6%	-3.6%
CC(C)(C)c1ccccc1NC(=O)c1c(O)c2cccc3c2n(c1=O)CC3	/	6.0%	44%	8%	/	6.0%	0%	1%	-6.1%
CN(C)c1nc2c(c(=O)n(C)c(=O)n2C)n1Cc1ccccc1	-2%	-0.7%	1%	3%	5%	3.9%	1%	-7%	1.6%
c1ccc(CNc2ncnc3nc[nH]c23)cc1	-6%	0.3%	0%	25%&8%	0%	-0.1%	-1%	-2%	-2.3%
CCC1(c2ccc(F)cc2)NC(=O)N(CC(=O)Nc2ccccc2C)C1=O (stereo not drawn)	3%	4.5%	31%	9%	0%	3.0%	-2%	-5%	/
CSCCC(NS(=O)(=O)c1ccc2c(c1)oc(=O)n2C)C(=O)NC1CCC(C)CC1 (stereo not drawn)	3%	1.6%	2%	3%&3%	0%	0.8%	1%	1%	0.9%
COc1ccc2c(C)cc(N3CCCCCC3)nc2c1	-2%	-0.3%	-3%	12%	?	-0.7%	-1%	-5%	-6.8%
COC(=O)c1ccc(Cn2nc(C)c([N+](=O)[O-])c2C)o1	4%	-2.0%	-12%	8%	-1%	-1.3%	-7%	-6%	-6.8%
COc1ccccc1NC(=O)COc1ccccc1C(=O)Nc1ccccc1	-8%	?	9%	7%	4%	1.1%	7%	0%	-2.1%
O=S(=O)(c1ccccc1)N(Cc1nc(-c2ccccc2)no1)C1CCCCC1	0%	16%	5%	12%	2%	-1.2%	0%	12%	-0.1%
CCOC(=O)CS(=O)(=O)CC(=O)Nc1ccc([N+](=O)[O-])cc1OC	7%	3.1%	-6%	13%	3%	-1.2%	2%	-4%	2.1%
Cc1nn(C)c(C)c1CCC(=O)N1CCCC(C(=O)c2cccc(OC(C)C)c2)C1 (stereo not drawn)	-1%	5.8%	-6%	9%	1%	2.5%	6%	-11%	/
COc1cccc(OC)c1Nc1nc(C)nc2c1nnn2Cc1ccccc1Cl	-7%	2.9%	12%	/	4%	-1.1%	7%	-2%	-4.2%
COc1ccc(-c2oc3ncn4nc(Cc5ccccc5)nc4c3c2-c2ccc(OC)cc2)cc1	-2%	0.2%	11%	4%	8%	-3.0%	4%	-6%	-0.8%
O=C(CN(C(=O)CNC(=O)c1cccs1)c1ccccc1)NC1CCCCC1	-1%	0.5%	-1%	5%	3%	-0.8%	0%	1%	/
CCN(CC)c1ccc(NC(=O)CN(C)Cc2cccs2)cc1	3%	17%	-9%	28%	91µM*	-3.3%	-4%	-6%	/
COc1ccc(C2NC(c3ccc(OC)c(OC)c3OC)C(C)C(=O)C2C)c(OC)c1OC (stereo not drawn)	-4%	1.5%	12%	0%	2%	0.3%	1%	4%	-7.0%
COC(=O)c1sc2nc3c(cc2c1N)CCCC3	3%	11%	16%	6%	12%	-2.0%	5%	-4%	-4.0%
Cc1ccc(NC(=S)NCCSc2ccc(Cl)cc2)c(C)c1	-8%	5.8%	13%	8%	3%	-1.6%	-4%	-3%	-5.4%
CC(=O)Nc1cccc(NC(=O)C2C3C=CC(C3)C2C(=O)O)c1 (stereo not drawn)	-5%	0.5%	5%	-3%	-3%	-0.2%	2%	-2%	/
O=C1C2CCCCN2C(=O)N1CCCCN1CCN(c2ccc(F)cc2)CC1 (stereo not drawn)	-11%	-0.2%	4%	7%	7%	0.8%	3%	-4%	/
CC(C)(C)c1cc(C(=O)NNS(=O)(=O)c2ccccc2)n[nH]1	2%	-1.8%	1%	6%	1%	-1.3%	6%	-9%	/
CN1CCC(CO)(Cc2ccccc2)CC1	-1%	-0.2%	8%	5%	8%	1.0%	4%	-8%	-0.5%
Cc1cc(C)n(C(=O)CCCCCCCC(=O)n2nc(C)cc2C)n1	-3%	-0.6%	-2%	2%	3%	2.3%	2%	0%	-5.9%
O=C(Nc1ccc(S(=O)(=O)N2CCOCC2)cc1)c1c(F)cccc1F	-8%	1.6%	1%	21%	3%	2.0%	1%	-5%	/
Cc1cc(C)c(C#N)c(Nc2cccc(C)c2C)n1	-4%	1.1%	9%	9%	13%	0.7%	2%	-7%	/	NS5 inhibitors pilot replicate=-6.1

Source: PubChem BioAssay
